# Compound activity (PubChem)
# OX1R antag-1 = blocks the human orexin 1 receptor; O43613; CHO/OX1R cells, Fluo-8 calcium fluorescence, orexin A; inhibition, % at 5 µM; actives 0.43% (n = 330,000); AID 434989;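 active = inhibition above its plate's threshold, mean inhibition of all tested compounds on the plate plus 3 SD, cut at about 37% in these data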;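 also: 0% = orexin A challenge wells and 100% = SB-334867-A antagonist wells; not every result past the cut was called active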
# Target sequence (O43613 whole entry, looked up): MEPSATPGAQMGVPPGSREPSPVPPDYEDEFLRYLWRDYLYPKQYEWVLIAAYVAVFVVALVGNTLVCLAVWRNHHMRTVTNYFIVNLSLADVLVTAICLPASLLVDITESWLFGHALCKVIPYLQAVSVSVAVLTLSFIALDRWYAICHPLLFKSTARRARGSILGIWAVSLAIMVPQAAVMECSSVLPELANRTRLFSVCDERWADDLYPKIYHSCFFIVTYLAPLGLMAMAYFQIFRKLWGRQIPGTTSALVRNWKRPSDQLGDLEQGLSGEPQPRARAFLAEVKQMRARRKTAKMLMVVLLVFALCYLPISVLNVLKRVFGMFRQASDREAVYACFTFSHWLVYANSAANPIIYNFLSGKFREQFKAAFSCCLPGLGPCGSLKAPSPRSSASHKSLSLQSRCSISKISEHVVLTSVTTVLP
# OX1R antag-2 = OX1R (human) antagonism; AID 485270; actives 1.8% (n = 330,000); O43613; inhibition, % at 6.6 µM; OX1R-expressing cells, FRET antagonist read-out; in the data active = inhibition mostly above about 38%, no sharp cut-off; inactive = mostly below about 40%;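 also: 0% = agonist challenge alone and 100% = reference antagonist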
# The depositor's hits bear a star.
1	CCCN(C(=O)c1ccccc1Cc1ccccc1)C1CCS(=O)(=O)C1 (configuration not stated)
2	COc1ccccc1NC(=O)c1cc(S(=O)(=O)NCc2ccccc2)ccc1F
3	CCOC(=O)C1=C(COC(=O)CCOc2cccc(C)c2)NC(=O)NC1C (configuration not stated)
4	O=C(Nc1nnc(SCc2ccccc2)s1)c1cccc([N+](=O)[O-])c1
5	COCCCNC(=S)N(CCCO)Cc1cc2cc3c(cc2[nH]c1=O)OCCO3
6	FC(F)(F)c1ccc(-c2n[nH]c(=S)o2)nc1
entry no.,1,2,3,4,5,6
OX1R antag-1,-12,-7,-12,-3,0,-32
OX1R antag-2,4,14,26,34,11,4

7	CCCC1CCC(C(=O)Nn2cnc3ccccc3c2=O)CC1 (configuration not stated)
8	CCN(CC)S(=O)(=O)c1ccc(O)c(NC(=O)c2cc(-c3cc(OC)c(OC)c(OC)c3)nc3ccccc23)c1
9	CC(C)NC(=O)CSc1nc(-c2cccs2)cc(-c2ccccc2)c1C#N
10	O=C(NC1CC1)c1sccc1-n1cccc1
11	FC(F)(F)c1ccc(Sc2nnc(-c3cccs3)n2CC2CCCO2)nc1 (configuration not stated)
12	COC(=O)c1ccc(NS(=O)(=O)c2ccc(OC)cc2)cc1
entry no.,7,8,9,10,11,12
OX1R antag-1,-35,9,-30,-17,-22,0
OX1R antag-2,12,68*,17,10,6,5

13	CC(CCc1ccccc1)N1CCN(C)CC1 (configuration not stated)
14	Cc1ccc2oc(-c3cccc(NC(=O)Cc4cccs4)c3)nc2c1
15	COc1ccc([C@@H]2[C@@H](C(=O)C(C)(C)C)N3N=Cc4ccccc4[C@@H]3C23C(=O)OC(C)(C)OC3=O)cc1OC
16	CC(C)[C@@H]1NC(=O)c2cc([N+](=O)[O-])cc(I)c2NCCC[C@@H](C(=O)NC(CC(=O)O)C(N)=O)NC(=O)[C@H](CO)NC1=O (some centres not stated)
17	COc1cc(NS(=O)(=O)c2ccc(Nc3nc(-c4ccccn4)cs3)cc2)nc(OC)n1
18	CCOC(=S)SCc1cn2ccc(C)cc2n1
entry no.,13,14,15,16,17,18
OX1R antag-1,9,-18,-22,-10,-38,-3
OX1R antag-2,15,9,25,11,10,-3

19	C=CCNC(=O)C(=O)NCCCN1CCOCC1
20	COC(=O)c1ccc(NC(=O)C(=O)N2CCCC2)cc1
21	CCOC(=O)/C(C)=N/Nc1nc(-c2ccc(NC(C)=O)cc2)cs1
22	CCOC(=O)c1cc(C)n(CCc2ccccc2)c1C
23	COc1ccc(NC(=O)C2(c3ccc(NC(=O)c4ccc(C)cc4)cc3)CCCC2)cc1
24	C/C(=N\NC(=O)c1c(Cl)c(C)nn1C)c1ccc(NC(=O)c2ccncc2)cc1
entry no.,19,20,21,22,23,24
OX1R antag-1,-16,-4,-16,-20,-18,-13
OX1R antag-2,6,5,7,13,11,14

25	COC(=O)C(C)(C)ONC(=O)Nc1ccc(Br)cc1
26	CC(C)CCNC(=O)C(=O)NCC1OCCCN1S(=O)(=O)c1cccs1 (configuration not stated)
27	COc1cc(CCNC(=O)c2cnn3ccccc23)cc(OC)c1OC
28	Cc1nn(-c2ccccc2)c(CC(C)(C)C(=O)O)c1C(=O)O
29	COCCN(C(=O)CC1CCCCC1)c1c(N)n(CC(C)C)c(=O)[nH]c1=O
30	COc1cccc(Nc2nc(N)c([N+](=O)[O-])c(N3CCOCC3)n2)c1
entry no.,25,26,27,28,29,30
OX1R antag-1,-20,-9,-16,-5,-8,-22
OX1R antag-2,30,13,13,9,-1,17

31	Cc1ccc(NC(=O)N2CCC(=O)N2)cc1
32	O=C(O)/C=C/C(=O)Nc1ccccc1-c1ccccc1
33	Cc1ccc(-c2csc(/C(C#N)=C/Nc3ccccc3SC(F)(F)F)n2)cc1
34	CCN(CC)c1ccc(C2N(C(=O)N3CCOCC3)CCN2S(=O)(=O)c2ccc(C)cc2)cc1 (configuration not stated)
35	COc1cc2c(cc1NC(=O)C(C)NCc1ccccc1)oc1ccccc12 (configuration not stated)
36	Cc1cc2c(cc1S(=O)(=O)N(C)c1ccccc1)NC(=O)CO2
entry no.,31,32,33,34,35,36
OX1R antag-1,-4,-8,-7,-28,-17,-22
OX1R antag-2,-6,27,21,16,45,20

37	CC(C)C[C@H]1CN=C(Nc2ccccc2)N1CC1CCCCCC1
38	Cc1ccc(Nc2nc(N)nc(CN3CCCCCC3)n2)cc1
39	Cc1ccc(SCCC(=O)OCC(=O)Nc2ccc(C(N)=O)cc2)cc1
40	COc1ccc(CNC(=O)C(C)OC(=O)CN2C(=O)COc3ccccc32)cc1 (configuration not stated)
41	CCN1C(=O)C2(C(C(=O)c3cc4ccccc4o3)=C(O)C(=O)N2CCCN2CCOCC2)c2ccccc21 (configuration not stated)
42	CC(C)CN1CCN(Cc2cccc3nccnc23)CC1CCO (configuration not stated)
entry no.,37,38,39,40,41,42
OX1R antag-1,-19,-19,-9,-29,-4,-25
OX1R antag-2,16,4,5,-1,-12,11

43	COc1ccc(NC(=O)c2nnn(Cc3cccc(F)c3)c2N)c(OC)c1
44	Cc1ccsc1/C=N/NC(=O)CN1CCN(Cc2ccccc2)CC1
45	CCOC(=O)C1=C(c2ccccc2)Nc2ncnn2C1c1ccc(C(=O)O)cc1 (configuration not stated)
46	Cc1cc(C)c(C#N)c(Oc2ccc(F)cc2)n1
47	COc1ccc(CSc2nc3ccccc3c(=O)[nH]2)cc1F
48	CN(c1ccccc1)S(=O)(=O)c1cccc(NC(=O)CCN2C(=O)C3CCCCC3C2=O)c1 (configuration not stated)
entry no.,43,44,45,46,47,48
OX1R antag-1,2,-22,-4,-26,-11,-13
OX1R antag-2,10,17,38,18,17,21

# A different layout for part of the listing above.
# Below each compound: OX1R antag-1, OX1R antag-2
(29) COCCN(C(=O)CC1CCCCC1)c1c(N)n(CC(C)C)c(=O)[nH]c1=O
  -8, -1
(30) COc1cccc(Nc2nc(N)c([N+](=O)[O-])c(N3CCOCC3)n2)c1
  -22, 17
(31) Cc1ccc(NC(=O)N2CCC(=O)N2)cc1
  -4, -6
(32) O=C(O)/C=C/C(=O)Nc1ccccc1-c1ccccc1
  -8, 27
(33) Cc1ccc(-c2csc(/C(C#N)=C/Nc3ccccc3SC(F)(F)F)n2)cc1
  -7, 21
(34) CCN(CC)c1ccc(C2N(C(=O)N3CCOCC3)CCN2S(=O)(=O)c2ccc(C)cc2)cc1 (configuration not stated)
  -28, 16
(35) COc1cc2c(cc1NC(=O)C(C)NCc1ccccc1)oc1ccccc12 (configuration not stated)
  -17, 45
(36) Cc1cc2c(cc1S(=O)(=O)N(C)c1ccccc1)NC(=O)CO2
  -22, 20
(37) CC(C)C[C@H]1CN=C(Nc2ccccc2)N1CC1CCCCCC1
  -19, 16
(38) Cc1ccc(Nc2nc(N)nc(CN3CCCCCC3)n2)cc1
  -19, 4
(39) Cc1ccc(SCCC(=O)OCC(=O)Nc2ccc(C(N)=O)cc2)cc1
  -9, 5
(40) COc1ccc(CNC(=O)C(C)OC(=O)CN2C(=O)COc3ccccc32)cc1 (configuration not stated)
  -29, -1
(41) CCN1C(=O)C2(C(C(=O)c3cc4ccccc4o3)=C(O)C(=O)N2CCCN2CCOCC2)c2ccccc21 (configuration not stated)
  -4, -12
(42) CC(C)CN1CCN(Cc2cccc3nccnc23)CC1CCO (configuration not stated)
  -25, 11
(43) COc1ccc(NC(=O)c2nnn(Cc3cccc(F)c3)c2N)c(OC)c1
  2, 10
(44) Cc1ccsc1/C=N/NC(=O)CN1CCN(Cc2ccccc2)CC1
  -22, 17
(45) CCOC(=O)C1=C(c2ccccc2)Nc2ncnn2C1c1ccc(C(=O)O)cc1 (configuration not stated)
  -4, 38
(46) Cc1cc(C)c(C#N)c(Oc2ccc(F)cc2)n1
  -26, 18

# New compounds follow.
49	Cc1ccc(-c2csc(/C(C#N)=C(\O)CN3CCN(C(=O)c4ccco4)CC3)n2)cc1
50	CC(C)OCCCNC(=O)c1ccc(NC(=O)C2CCCO2)cc1 (configuration not stated)
51	COc1cccc(/C=N/NC(=O)c2cc(-c3cccn3C)n[nH]2)c1
52	Cc1ccc(CONC(=O)c2cccc(C)c2)cc1
53	O=C(NCC(c1ccco1)N1CCc2ccccc2C1)c1ccccc1Br (configuration not stated)
54	Cc1ccc(S(=O)(=O)NCc2ccncc2)c(C)c1C
entry no.,49,50,51,52,53,54
OX1R antag-1,-10,-3,1,-16,1,3
OX1R antag-2,4,14,14,7,9,31

55	Cc1ccccc1NC(=O)Cc1nc(COC(=O)Cc2c(F)cccc2Cl)cs1
56	C1CCCCCC2(CCCCC1)OCC(CN1CCOCC1)O2 (configuration not stated)
57	Cn1c(=O)c2ccccc2n(CC(=O)NCCC2=CCCCC2)c1=O
58	Nc1nc(SCc2nc3scc(-c4cccs4)c3c(=O)[nH]2)n[nH]1
59	Cc1cc(NCC(c2ccccc2)c2ccccc2)n2ncnc2n1
60	COc1ccc(OCC(=O)NNC(=O)c2cccc(O)c2)cc1
entry no.,55,56,57,58,59,60
OX1R antag-1,-26,-13,-16,-12,-19,12
OX1R antag-2,8,4,10,5,13,1

61	CCOC(=O)C1=C(COC(=O)/C=C/c2cccc(F)c2)NC(=O)NC1C (configuration not stated)
62	C[C@@]12CC(=O)NC1N(C(=O)c1cccc(C(F)(F)F)c1)C(c1ccccc1OC(=O)c1cccc(C(F)(F)F)c1)C2 (some centres not stated)
63	Cc1ccc(N2C(=O)N(CC(=O)Nc3cc(C)cc(C)c3)C(=O)C2C)cc1 (configuration not stated)
64	CCC1COCCS(=O)(=O)N1Cc1ccccc1F (configuration not stated)
65	CC1CCN(S(=O)(=O)c2ccc(C(=O)OC(C)C(=O)N(C)C3CCCCC3)cc2)CC1 (configuration not stated)
66	Cc1onc(-c2c(F)cccc2Cl)c1C(=O)NC(=S)NC1CCS(=O)(=O)C1 (configuration not stated)
entry no.,61,62,63,64,65,66
OX1R antag-1,9,-23,-12,-18,-23,-8
OX1R antag-2,8,16,30,38,6,13

67	Cc1cc([N+](=O)[O-])nn1CC(=O)NNC(=S)Nc1ccc(Cl)cc1
68	O=C(N/N=C/c1cccc2ccccc12)c1n[nH]c2c1CCCC2
69	Cc1ccc(S(=O)(=O)c2c(C)cc(C)nc2Cl)cc1
70	CN1CCC(=NNc2ncnc3sc4c(c23)CCCC4)CC1
71	CCOc1ccc2[nH]c(=O)c(CN(Cc3ccco3)Cc3nnnn3Cc3ccccc3)cc2c1
72	Cc1ccccc1NC(=O)NC1(C(=O)N2CCC(O)CC2)CCCCC1
entry no.,67,68,69,70,71,72
OX1R antag-1,-20,-6,3,-36,-25,0
OX1R antag-2,14,24,7,14,28,11

73	Cc1noc(C)c1C(=O)N1CCCC(C(=O)c2cccc(C(F)(F)F)c2)C1 (configuration not stated)
74	COc1ccccc1N(C(C)=O)C1SC(=O)N(c2ccccc2)C1=O (configuration not stated)
75	Cc1nn(-c2ccccc2)c(C)c1NC(=O)c1ccc(S(=O)(=O)N2CCCC2)cc1
76	Oc1ccc(Cn2ccnc2)c2cccnc12
77	CCOc1cc(C2C(C#N)=C(N)OC3CCCC(=O)C32)ccc1OCCN1CCOCC1 (configuration not stated)
78	COc1ccc(CC(=O)OCC(=O)Nc2ccc(N3CCOCC3)cc2)cc1
entry no.,73,74,75,76,77,78
OX1R antag-1,-21,-23,-15,-23,-2,2
OX1R antag-2,24,7,5,13,25,18

79	CCOc1cc(C(=O)N(CC)CC(=O)Nc2ccc3c(c2)OCCO3)ccc1OC
80	O=C(COC(=O)C12CC3CC(CC(C3)C1)C2)Nc1ccc([N+](=O)[O-])cc1Br
81	O=C(O)C1CCCCC1C(=O)Nc1cccc(Br)c1 (configuration not stated)
82	Cc1ccccc1-n1c(SCC(=O)N(C)C2CCS(=O)(=O)C2)nc2ccccc2c1=O (configuration not stated)
83	CCOc1ccc(CCNC(=O)C(C)N2C(=O)CC(C)(C)Sc3ccccc32)cc1 (configuration not stated)
84	Cc1cccc(NC(=O)Nc2ccc3c(c2)CCC3)c1
entry no.,79,80,81,82,83,84
OX1R antag-1,-26,2,-6,-19,-25,-4
OX1R antag-2,1,16,21,3,10,28

85	CCc1nc(SCC(=O)Nc2cc(C)on2)c2c(=O)n(C)c(=O)n(C)c2n1
86	CN(C)c1nc(Oc2ccc(=O)n(-c3ccccc3)n2)nc(N2CCOCC2)n1
87	CCCCN(CC)C(=O)Cn1cnc2sc(C)c(S(=O)(=O)N3CCC(C)CC3)c2c1=O
88	COc1cc2c(cc1OC)CC(C(=O)NCc1ccccc1)NC2 (configuration not stated)
89	COc1ccc(C)cc1S(=O)(=O)n1cnc(C)c1
90	N/C(=N\N=C\c1ccc2c(c1)OCO2)SC1CC(=O)N(c2ccc(C(=O)O)cc2)C1=O (configuration not stated)
91	COc1cc(CNCCc2ccc(S(N)(=O)=O)cc2)ccc1OCC(=O)NC1CCCCC1
92	O=C(CCCN1C(=O)/C(=C\c2cccs2)SC1=S)Nc1cc([N+](=O)[O-])ccc1O
93	COc1ccc(OC)c(NC(=O)CCS(=O)(=O)c2cc3c(cc2C)NC(=O)CO3)c1
entry no.,85,86,87,88,89,90,91,92,93
OX1R antag-1,-24,-11,-16,-20,-10,-18,-6,-10,-11
OX1R antag-2,6,10,62,-9,5,-1,-3,11,13
